telomere uncapping – survival after telomere uncapping, modulators, primary screen, cell-based (AID 1259312). HCT116 + Ad-hTR-mut, survival, MTT, 5 d; active compounds read high. fold change at 10 µM. hit rate 4.5% among 4,500;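 active = cell survival measured by absorbance rises more than 2.5-fold over infected cells without compound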;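 also: virus expresses mutant telomerase RNA that uncaps telomeres and kills cells; compound added 2 days after infection so exposure lasts 3 days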
Starred values were filed as active, the others as inactive; i = inactive. Some of the compounds tested; the hit share may differ from the screen's.

mol	telomere uncapping
O=C1NC(=O)C(=Cc2ccco2)C(=O)N1	-2.3
COCCOC(=O)C1=C(C)OC(N)=C(C(=O)OC)C12C(=O)Nc1ccc(Br)cc12 (centres undefined)	1.2
CCOC(=O)c1c(NC(=O)C23CC4CC(CC(C4)C2)C3)sc2c1CCCC2	-1.3
O=c1cccc2n1CC1CC2CN(CCO)C1 (centres undefined)	1.6
COc1ccc(/C(C)=N/NC(=O)CSC2c3ccccc3-c3ccccc32)cc1OC	-2.7
CCNc1nc(Cl)nc(NCC)n1	2.5*
COCc1c(C)cc(C)c(C=C(C#N)C#N)c1C	-1
C=CCSc1nc2ccccc2c(=O)n1-c1ccccc1	-2.9

The last 6 compounds of the part before come first, to join the parts.
mol	telomere uncapping
CCOC(=O)c1c(NC(=O)C23CC4CC(CC(C4)C2)C3)sc2c1CCCC2	-1.3
O=c1cccc2n1CC1CC2CN(CCO)C1 (centres undefined)	1.6
COc1ccc(/C(C)=N/NC(=O)CSC2c3ccccc3-c3ccccc32)cc1OC	-2.7
CCNc1nc(Cl)nc(NCC)n1	2.5*
COCc1c(C)cc(C)c(C=C(C#N)C#N)c1C	-1
C=CCSc1nc2ccccc2c(=O)n1-c1ccccc1	-2.9
C=CCC1(C2CCCC2)C(=O)NC(=O)NC1=O	1.5
C[C@]1(C(=O)O)CCC[C@]2(C)c3cc(O)ccc3CC[C@@H]12	-1.1
O=[N+]([O-])/C=C/c1ccccc1C(F)(F)F	-41
Oc1ccc(CC2NCCc3cc(O)c(O)cc32)cc1O (centres undefined)	-1.6
O=c1c(O)c(-c2ccc(O)c(O)c2)oc2c(O)c(O)cc(O)c12	1.1
C/C=C1/C[N@+]2(C)CC[C@]34C(=C(C=O)[C@H]1C[C@@H]32)Nc1ccccc14	-1.8
COc1ccc2c(c1)[nH]c1c(C)nccc12	-12
O=[N+]([O-])c1ccc(NCCCN2CCOCC2)c2cccnc12	-1.2

Pulled one by one from the list above, 2 records:
mol	telomere uncapping
Oc1ccc(CC2NCCc3cc(O)c(O)cc32)cc1O (centres undefined)	-1.6
C=CCC1(C2CCCC2)C(=O)NC(=O)NC1=O	1.5

(more compounds)
mol	telomere uncapping
Cn1c(CCN)nc2ccccc21	-1.4
C[C@]12CC[C@H](O)C[C@@H]1CC[C@@H]1[C@@H]2CC[C@]2(C)C(=O)CC[C@@H]12	1.2
O=c1oc2ccccc2c(O)c1CNCCc1ccccc1	-1.1
O=C1NC(=S)N(c2ccc(F)cc2)C(=O)/C1=C/c1ccoc1	-1.8
COc1cc2c(cc1OC)-c1c(OC)c(OC)c(CN)c3c1[C@H](C2)N(C)CC3	-1.1
NCCc1ccc(S(N)(=O)=O)cc1	-1.9
Cc1cc(C)n(-c2cc(N3CCNCC3)ccc2[N+](=O)[O-])n1	-1.2
O=[N+]([O-])c1nc(Br)n[nH]1	i

> CC1CN(c2ccc([N+](=O)[O-])cc2[N+](=O)[O-])CCN1 (centres undefined)
  telomere uncapping: 2.1
> CN1C(=O)/C(=C/c2ccc(-c3ccc(Br)c(Cl)c3)o2)C(=O)NC1=S
  telomere uncapping: -1.6
> CC(=O)Oc1c(C2c3ccccc3Oc3c2c(=O)oc2ccccc32)c(=O)oc2ccccc12 (centres undefined)
  telomere uncapping: -1.3
> O=C(O)[C@@H]1CCN1
  telomere uncapping: -1.1

Structural class: those above containing bromine
> COCCOC(=O)C1=C(C)OC(N)=C(C(=O)OC)C12C(=O)Nc1ccc(Br)cc12 (centres undefined)
  telomere uncapping: 1.2
> O=[N+]([O-])c1nc(Br)n[nH]1
  telomere uncapping: i
> CN1C(=O)/C(=C/c2ccc(-c3ccc(Br)c(Cl)c3)o2)C(=O)NC1=S
  telomere uncapping: -1.6
